# TRPV1 ag: activates the human vanilloid receptor TRPV1; Q8NER1; AID 540275; activation, % at 8.33 µM; TRPV1-expressing cells, Fluo-8 calcium influx, agonist mode; 320,000 compounds, 0.19% hits; in the data active means activation above about 80%; inconclusive means between about 30% and that limit; further: 0% is about no effect
#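 Cells expressing TRPV1 were dye-loaded with Fluo-8 and read kinetically: 10 s baseline, 3 min after compound (agonist portion), then 2 min after EC20 capsaicin (allosteric enhancer portion). Calcium-bound dye fluorescence at 480/520 nm.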
# CXXC DNA block: MLL CXXC-DNA interaction inhibition; MLL-CXXC / FITC-HOXA9 DNA fluorescence polarization; Potency, µM (top dose mostly 115 µM), without a hit: at the highest dose activity change, negative = inhibition, usual class: inhibitors; 290,000 compounds, 0.037% hits; AID 2662; active means well fitted inhibition curve with a large enough effect in the polarisation, with a control signal flat, not every such curve was filed as active; inconclusive means small, poorly fitted or top-dose-only effect, or effect the other way, or a change in a side signal; inactive means no such curve, though single readings can be large or run the other way; the % refers to the polarisation; further: potency means the concentration at half of the fitted maximal effect
#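 Fluorescence polarization: 7 uM MLL-CXXC (stock) preincubated 5 min with compounds, then 50 nM fluorescein-HOX-A9 DNA (stock) added; 30 min ambient. Buffer 50 mM Tris-HCl pH 7.5, 50 mM NaCl, 1 mM DTT, 0.05% BSA.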
# TCR act: activators of T cell receptors | 330,000 tested, under 10 active | Potency, µM (series often up to 9.22 µM), for inactives: at the highest dose activation of IL-2 secretion, actives largely listed as activators | primary human leukocytes, anti-CD3, IL-2 HTRF, 48 h; further: % of control where 0% means no effect
#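 HTRF read-out of IL-2 secretion: europium cryptate donor excited at 320nm, d2 acceptor emission at 665nm. Cells were primary human leukocytes incubated 48 hr with compounds and a-CD3 beads, supplying TCR signal only.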
# BRCA1 expr act: activators of BRCA1 expression; MCF7-BRCA1-FFLuc reporter, luminescence, 48 h; response scale: scaled: vehicle 0%, 10 µM genistein 100%; Potency, µM (doses to about 46.1 µM), for the others: at the top dose activation, actives largely listed as activators; 380,000 compounds, 1.1% hits; AID 624202; further: potency means the concentration at half of the fitted maximal effect; nearly all actives have a fitted effect of over 80% in size; some results filed as inactive show a strong effect at the top dose
#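 Cells: MCF7-BRCA1-FFLuc, 2000/well. Exposure: 48 h, 37 °C, 5% CO2. Read: luminescence, 15 min post-substrate. Controls: genistein 10 microM (maximal activation), DMSO (neutral).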
# PTAP TSG101 blk: blocks PTAP/TSG101 interaction to inhibit HIV-1 budding; Q99816; Fluorescence polarization, FITC-PTAP peptide / Tsg101 binding; Potency, µM (highest dose often 115 µM), without a hit: top-dose activity change, negative = inhibition, most hits filed as inhibitors; 340,000 tested, under 10 active; active means well fitted inhibition curve with a large enough effect in the main read-out, with a control signal flat, not every such curve was filed as active; inconclusive means small, poorly fitted or top-dose-only effect, or effect the other way, or a change in a side signal; inactive means no such curve, though single readings can be large or run the other way; further: potency means the concentration at half of the fitted maximal effect; % of control where 0% means no effect
# Target sequence (Q99816 whole entry, looked up): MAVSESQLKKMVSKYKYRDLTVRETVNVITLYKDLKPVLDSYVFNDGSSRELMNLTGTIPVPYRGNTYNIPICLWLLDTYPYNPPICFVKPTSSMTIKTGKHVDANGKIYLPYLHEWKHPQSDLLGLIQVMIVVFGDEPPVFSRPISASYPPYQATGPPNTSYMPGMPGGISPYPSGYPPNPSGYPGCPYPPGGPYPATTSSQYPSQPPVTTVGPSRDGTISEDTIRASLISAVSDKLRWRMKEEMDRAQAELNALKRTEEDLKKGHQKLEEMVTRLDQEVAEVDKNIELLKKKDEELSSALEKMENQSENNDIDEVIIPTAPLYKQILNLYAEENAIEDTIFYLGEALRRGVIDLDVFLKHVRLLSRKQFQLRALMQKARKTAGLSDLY
#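 Compounds were pin-transferred onto Tsg101 binding domain (10 uM final) in HEPES pH 7.5 buffer, then FITC-PTAP peptide was added at 50 nM final. After 20 min at RT, polarization reported peptide displacement across a qHTS concentration series.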
# A-T KAP1 phos: candidate therapy for ataxia-telangiectasia; […] A-T fibroblasts, KAP-1 phosphorylation AlphaLISA; neocarzinostatin DNA damage 30 min before lysis; Potency, µM (top dose mostly 57.5 µM), for inactives: top-dose activation, usual class: activators; 320,000 compounds, 0.19% hits; AID 485349; further: potency means the concentration at half of the fitted maximal effect; % of control where 0% means no effect; nearly all actives have a fitted effect of over 45% in size
#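 hTERT-immortalized A-T patient fibroblasts ([…]), 500 cells/well in OPTI-MEM, 1% FBS, got compounds for 60 min, then NCS for 30 min at 37C. Lysates were then assayed for phospho-KAP-1 by AlphaLISA (anti-pKAP1 donor, anti-KAP1 acceptor beads), 6 hr at 25C.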
# a7 integrin act: activates integrin-mediated alleviation for muscular dystrophy; AID 624291; alpha7betagal myoblasts, beta-gal FDG fluorescence, 48 h; 350,000 compounds, 0.064% hits; Potency, µM (top dose mostly 38.3 µM), without a hit: at the highest dose activation, actives largely listed as activators;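 further: potency means the concentration at half of the fitted maximal effect; 100% = response of the positive control SU9516; nearly all actives have a fitted effect of over 60% in size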
#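 Alpha7betagal+/- myoblasts (passage 13) were plated 16-24 hr, then exposed to compounds (1:260 dilution of DMSO stock) for 48 hours at 37C. After MPER lysis, β-galactosidase reporter activity was read as FDG fluorescence (ex 480/em 540) after 30 minutes.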
# B2AR arrestin: agonists driving beta-arrestin recruitment to human beta2-adrenergic receptor. AID 492947. beta-arrestin recruitment to beta2AR, cell-based reporter. Potency, µM (series often up to 46.1 µM), for inactives: top-dose activation, actives largely listed as activators. 330,000 compounds, 0.02% hits. P07550;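 further: potency means the concentration at half of the fitted maximal effect; 0% = DMSO controls and full agonism = EC100 isoproterenol or metaproterenol; nearly all actives have a fitted effect of over 65% in size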
# Target sequence (P07550 whole entry, looked up): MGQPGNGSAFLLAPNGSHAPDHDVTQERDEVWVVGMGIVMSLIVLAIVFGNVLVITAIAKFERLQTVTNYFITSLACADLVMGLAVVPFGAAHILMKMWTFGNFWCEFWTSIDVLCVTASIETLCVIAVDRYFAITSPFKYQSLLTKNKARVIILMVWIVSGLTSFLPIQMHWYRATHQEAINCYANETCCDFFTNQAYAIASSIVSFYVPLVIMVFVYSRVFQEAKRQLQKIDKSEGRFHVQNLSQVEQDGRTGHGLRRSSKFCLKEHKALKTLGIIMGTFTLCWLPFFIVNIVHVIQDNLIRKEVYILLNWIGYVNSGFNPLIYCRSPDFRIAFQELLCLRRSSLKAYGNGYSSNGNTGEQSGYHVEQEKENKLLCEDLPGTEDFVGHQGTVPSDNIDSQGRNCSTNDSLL
# ELG1 DNA repair: inhibitors of ELG1-dependent DNA repair in HEK293T cells; HEK293T ELG1-luciferase reporter, luminescence, 16 h; DNA damage induced by 5-fluorouridine; Potency, µM (highest dose often 46.1 µM), for inactives: at the top dose activity change, negative = inhibition, most hits filed as inhibitors; AID 504467; 330,000 compounds, 2.3% hits; further: potency means the concentration at half of the fitted maximal effect; on the % scale 0 is the no-effect control and ±100 the full control effect; nearly all actives have a fitted effect of over 55% in size
#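 Step one: seed 2,000 cells per well. Step two: pin-transfer compound or DMSO alongside 5-fluorouridine. Step three: incubate 16 hr, 37 °C, 5% CO2. Step four: add ONE-Glo, wait 30 min, read luminescence.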
# p53 reactivation: re-activators of mutant p53. H1299 p53-A138V BP100-luciferase reporter, luminescence, 24 h. Potency, µM (series often up to 92.2 µM), for the others: top-dose activity change, positive = activation, most hits filed as activators. 320,000 compounds, 0.063% hits; further: potency means the concentration at half of the fitted maximal effect; % of control where 0% means no effect; nearly all actives have a fitted effect of over 45% in size
#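 p53-null H1299 cells stably carrying temperature-sensitive p53-A138V and a BP100-luciferase reporter were pinned with compounds (4-point, 1:5 series) and held 24 hrs at 37 deg C. Luminescence was read 10 min after detection reagent.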
# The depositor's hits bear a star; u = inconclusive; x = not tested or not shown; [ ] = another dose, or the depositor's remark. Unless noted, the call rests on the fitted dose curve; in most records, active means well fitted curve in the direction sought with a large enough effect; inconclusive means small, poorly fitted or top-dose-only effect, or another doubt; inactive means no such curve, though single readings can be large; an effect the other way counts as inactive or inconclusive.
no.	Molecule	TRPV1 ag	CXXC DNA block	TCR act	BRCA1 expr act	PTAP TSG101 blk
1	O=C(NCc1cccnc1)C(=O)NCC1OCCCN1S(=O)(=O)c1ccc(Cl)cc1 (stereo not given)	2	8%	-2%	6%	1%
2	Cc1ccc(N2C(N)=C(C#N)C(c3cccnc3)C3=C2CCCC3=O)cc1 (stereo not given)	0	4%	-1%	-54%	-4%
3	COCC(=O)Nc1ccc2c(c1)OCC(=O)N2Cc1ccc(C)cc1	4	-4%	-1%	19%	-8%
4	CCOC(=O)c1c(C)nn(-c2ccc(NC(=O)c3c(C)noc3C)cc2)c1C	-1	2%	-9%	u	-2%
5	O=C(c1ccc(NS(=O)(=O)c2ccc3[nH]c(=O)[nH]c3c2)cc1)N1CCCCC1	-3	x	1%	-9%	-2%
6	CCCCn1c(N)c(N(CCOC)C(=O)COC(=O)CCOc2ccc(C)cc2)c(=O)[nH]c1=O	-3	x	4%	-2%	-2%
7	CCCCN(C)C(=O)c1cc2c(s1)-c1ccccc1S(=O)(=O)C2	3	-6%	-1%	72%	-3%
8	COCCN(CC(=O)Nc1ccccc1C(F)(F)F)C(=O)/C=C/c1ccc2ccccc2n1	0	x	-21%	1%	-2%
9	COCc1ccc(C(=O)NC(C)c2cnn(-c3ccccc3C)c2C)o1 (stereo not given)	1	-7%	0%	-14%	-2%
10	Cc1ccc(-n2cnc(=O)c3cccnc32)cc1	9	-2%	3%	8%	-4%
11	CC1CCN(S(=O)(=O)c2cc(C(=O)NC3(C)CCS(=O)(=O)C3)ccc2Br)CC1 (stereo not given)	12	x	-1%	-9%	-6%
12	CCCN(CC(=O)Nc1ccc(OC)c(OC)c1)CC(=O)Nc1ccc(F)c(F)c1F	6	20%	0%	-4%	-1%

no.	A-T KAP1 phos	a7 integrin act	B2AR arrestin	ELG1 DNA repair	p53 reactivation
1	1%	u	0.1%	7%	-1%
2	-8%	-13%	-1.2%	-2%	-6%
3	2%	2%	-0.3%	25%	x
4	-2%	1%	0.0%	u	-9%
5	5%	23%	-0.6%	-3%	4%
6	11%	17%	0.1%	2%	9%
7	-9%	-8%	-0.8%	-19%	21%
8	-5%	15%	-0.1%	2%	2%
9	1%	37%	0.1%	5%	10%
10	-2%	-8%	0.3%	u	5%
11	9%	-40%[inhibitor]	0.1%	-12%	-9%
12	2%	24%	-0.1%	-27%	8%

# Filtered by structure, the compounds so far containing fluorine.
no.	Molecule	TRPV1 ag	CXXC DNA block	TCR act	BRCA1 expr act	PTAP TSG101 blk
8	COCCN(CC(=O)Nc1ccccc1C(F)(F)F)C(=O)/C=C/c1ccc2ccccc2n1	0	x	-21%	1%	-2%
12	CCCN(CC(=O)Nc1ccc(OC)c(OC)c1)CC(=O)Nc1ccc(F)c(F)c1F	6	20%	0%	-4%	-1%

no.	A-T KAP1 phos	a7 integrin act	B2AR arrestin	ELG1 DNA repair	p53 reactivation
8	-5%	15%	-0.1%	2%	2%
12	2%	24%	-0.1%	-27%	8%

# The results go on.
no.	Molecule	TRPV1 ag	CXXC DNA block	TCR act	BRCA1 expr act	PTAP TSG101 blk
13	Cc1cc2cc(CCNC(=O)CCc3ccccc3)c(=O)[nH]c2cc1C	2	3%	2%	1%	2%
14	CCCCN(C(=O)CSc1nnnn1-c1ccccc1OC)C1CCS(=O)(=O)C1 (stereo not given)	-2	x	4%	-6%	1%
15	CC1=CCC2C(=O)N(c3ccc(OC(=O)c4ccco4)cc3)C(=O)C2C1 (stereo not given)	13	139%[activator]	-4%	19%	0%
16	CCOC(=O)c1c(Cc2ccc(Cl)cc2)c[nH]c1C	-5	-9%	-2%[46.1 µM]	u	u
17	COc1ccc(OC)c(C2C=C(c3ccc(C)c(C)c3)Nc3nnnn32)c1 (stereo not given)	8	14%	-5%	-58%	-3%
18	Fc1ccccc1CN1CCCN(C(=S)Nc2cccc(Cl)c2)C1	19	9%	6%	-55%	-6%
19	O=C(c1cc2ccccc2oc1=O)N1CCN(c2ncccn2)CC1	-4	-1%	0%	41%	-8%
20	CCOc1ccc(C(O)(c2ccccc2)C(CN2CCCC2)c2ccccc2)cc1 (stereo not given)	9	5%	1%	-18%	0%
21	CCc1nnc(NS(=O)(=O)c2ccc(N3C(=O)c4ccc(C(=O)O)cc4C3=O)cc2)s1	-1	-4%	2%	-1%	-3%
22	CCCn1c(NCc2ccccc2NS(=O)(=O)c2ccc(C)cc2)nc2ccccc21	0	10%	-5%[46.1 µM]	-51%	0%
23	COc1cccc(-n2c(=S)sc3c(=O)n(-c4ccccc4OC)c(=S)[nH]c32)c1	0	-1%	-1%	0%	0%
24	COc1ccccc1C(=O)Nc1nc2ccc(S(C)(=O)=O)cc2s1	26	3%	-5%[46.1 µM]	61%	x

no.	A-T KAP1 phos	a7 integrin act	B2AR arrestin	ELG1 DNA repair	p53 reactivation
13	3%	-12%	0.2%	13%	4%
14	x	-1%	-0.5%	0%	3%
15	1%	-18%	-1.4%	-2%	1%
16	3%	-19%	0.2%	u	u
17	-2%	-36%	-0.1%	-10%	0%
18	-4%	-10%	0.0%	8%	-2%
19	-4%	20%	-0.2%	u	u
20	5%	-15%	0.1%	-14%	x
21	2%	17%	0.0%	5%	4%
22	16%	7%	-0.2%	u	17%
23	2%	0%	0.1%	14%	-2%
24	2%	27%	0.5%	6%	26%

# New compounds follow:
no.	Molecule	TRPV1 ag	CXXC DNA block	TCR act	BRCA1 expr act	PTAP TSG101 blk
25	Cc1ccccc1NC(=S)NCC(c1cccnc1)N1CCOCC1 (stereo not given)	0	-3%	-3%[46.1 µM]	8%	0%
26	COc1ccc(C2Nc3ccccc3C(=O)N2c2ccc(Cl)cc2)cc1Cn1cc([N+](=O)[O-])cn1 (stereo not given)	0	-14%	1%	u	1%
27	C=C(C)[C@@H]1CC=C(CN2CCC(N3CCC(C(=O)N4CCCC4)CC3)CC2)CC1	0	-2%	-3%	-25%	0%
28	O=C(NN1C(=O)C2C(C1=O)C1C=CC2C12CC2)c1ccc(Cl)cc1 (stereo not given)	2	-2%	1%	8%	-1%
29	COc1ccc(-c2onc3ccc(C(C)=O)cc23)cc1	u	u	-7%	8.9µM*	u
30	COc1ccc(-c2nc3ccc(N4CCCC4)cc3c(=O)[nH]2)cc1OC	0	3%	4%	-67%	-11%
31	CCCc1cc(=O)oc2cc(OCC(=O)NCCc3ccc(S(N)(=O)=O)cc3)ccc12	2	15%	-2%	-2%	-3%
32	COc1ccc(C)cc1S(=O)(=O)N1CCN(C)CC1c1ccccc1 (stereo not given)	-3	x	-1%	-6%	1%
33	COc1ccc2c(c1)CC/C(=C\c1ccc(C)o1)C2=O	16	14%	6%	u	1%
34	CC(=O)Nc1ccc(-n2cc(-c3ccccc3)[nH]c2=S)cc1	1	-9%	3%	1%	-2%
35	Cc1ccc2c(c1)C(=O)c1c(C(=O)O)cccc1-2	0	16%	0%	11%	-5%
36	CC(C)NC(=O)c1ccccc1NC(=O)CCc1ccccc1	2	11%	1%[46.1 µM]	0%	-4%

no.	A-T KAP1 phos	a7 integrin act	B2AR arrestin	ELG1 DNA repair	p53 reactivation
25	0%	-6%	-1.2%	8%	0%
26	-10%	0%	-0.9%	u	u
27	8%	-53%[inhibitor]	0.3%	u	0%
28	0%	3%	0.0%	-22%	-1%
29	0%	7%	0.1%	-12%	7%
30	-7%	27%	-1.0%	-11%	-8%
31	1%	-14%	0.2%	-2%	-1%
32	-3%	0%	-1.3%	5%	1%
33	7%	-14%	-0.7%	u	u
34	9%	21%	0.3%	u	2%
35	0%	-13%	0.1%	7%	1%
36	4%	31%	-0.8%	0%	3%

# The list goes on:
no.	Molecule	TRPV1 ag	CXXC DNA block	TCR act	BRCA1 expr act	PTAP TSG101 blk
37	OC1(CNCc2cn[nH]c2-c2cc3ccccc3o2)CCCCC1	-1	-2%	2%	-28%	1%
38	CCOC(=O)N1CCC(n2c(=S)[nH]c3cc(OCC)c(OCC)cc3c2=O)CC1	-13	0%	x	-1%	-2%
39	O=C(NC(=S)N(CCc1ccccc1)CCc1ccccc1)c1ccco1	u	4%	1%[46.1 µM]	-56%	-2%
40	O=C(O)c1cccc(CSc2nnc(-c3ccc(Cl)cc3)o2)c1	-4	15%	x	-32%	-4%
41	O=C(COc1ccc2c3c(c(=O)oc2c1)CCC3)NC1CCN(Cc2ccccc2)CC1	2	-5%	6%	2%	0%

no.	A-T KAP1 phos	a7 integrin act	B2AR arrestin	ELG1 DNA repair	p53 reactivation
37	1%	-51%	0.1%	u	-2%
38	0%	-21%[7.66 µM]	-0.3%	-8%	1%
39	1%	-33%	0.0%	-3%	u
40	11%	22%	-0.9%	28%	4%
41	5%	14%	0.0%	-1%	10%
